# Eya2 phos inh: qHTS Assay for Inhibitors of the Phosphatase Activity of Eya2; recombinant Eya2, OMFP fluorescence dephosphorylation (OMFP is methylfluorescein phosphate); Potency, µM (highest dose often 76.9 µM), for the others: at the top dose activity, negative = inhibition, hits mostly inhibitors; hit rate 0.006% among 330,000; AID 488837, 2010; also: potency is read from the fitted curve at half-maximal effect
#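 Eya2 protein (added as 0.2 uM solution) was preincubated with compound for 10 min at ambient temperature in 50 mM HEPES pH 7.5, 50 mM NaCl, 5 uM MgCl2, 0.05% BSA, 1 mM DTT. OMFP (added at 50 uM) then reacted 10 min; fluorescence read at 485/525 nm.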
# uPA surface inh: qHTS for Inhibitors of Cell Surface uPA Generation; cell surface uPA generation assay, qHTS; Potency, µM (top dose mostly 38.3 µM), for inactives: top-dose activity change, negative = inhibition, actives largely listed as inhibitors; hit rate 0.31% among 330,000; AID 540303, 2011; active = well fitted inhibition curve with a large enough effect; inconclusive = small, poorly fitted or top-dose-only effect; inactive = no such curve, though single readings can be large or run the other way; tested in mouse RAW 264.7 cells; also: potency is read from the fitted curve at half-maximal effect; nearly all actives have a fitted effect of over 55% in size
# B2AR arrestin: qHTS assay of beta-arrestin-biased ligands of beta2-adrenergic receptor; hit rate 0.02% among 330,000; Beta-2 adrenergic receptor (Homo sapiens), P07550; beta-arrestin recruitment to beta2AR, cell-based reporter; Potency, µM (series often up to 46.1 µM), for the others: top-dose activation, hits mostly activators;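 also: potency is read from the fitted curve at half-maximal effect; 0% = DMSO controls and full agonism = EC100 isoproterenol or metaproterenol; nearly all actives have a fitted effect of over 65% in size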
# KCNH2 3.1 inh: qHTS for Inhibitors of KCHN2 3.1: Mutant qHTS. AID 720553, 2013. Potassium voltage-gated channel subfamily H member 2, brain isoform KCNH2 3.1 (human). U2OS KCNH2 3.1, thallium flux FluxOr; active compounds read low. hit rate 0.95% among 340,000. activity change, % (tested at about 1.8 µM);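 active = maximum activity change below -70%; inconclusive = maximum activity change from -70% to -50%; inactive = maximum activity change above -50%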;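 also: thallium influx rate constant from kinetic fluorescence after stimulation buffer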
#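 Virally transduced U2OS (3.1 isoform, 4 h infection in dark at RT) → overnight 37 C → FluxOr + Red40 in HBSS/HEPES, 45 min → stimulation buffer, 2 min kinetic read → rate constant vs DMSO controls.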
# Giardia killer: Small Molecules that selectively kill Giardia lamblia: qHTS. hit rate 0.15% among 340,000. Giardia lamblia trophozoite viability. activity change, % at 7.66 µM, hits read low; in the data active = activity change below about -80%; inconclusive = between about -30% and that limit;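 also: parasites exposed to compound for two days anaerobically before the ATP read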
#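 Trophozoite viability was measured as ATP-dependent luminescence, read 15-30 min after reagent addition. Before that, parasites at 100 cells/well were exposed to compounds for 48 h, anaerobically, at 37 deg C.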
# USP2a inh: qHTS Assay for Inhibitors of Ubiquitin-specific Protease USP2a Using CHOP2 as the Reporter | Ubiquitin carboxyl-terminal hydrolase 2 (Homo sapiens), O75604 | USP2 core, Ub-CHOP2 coupled fluorogenic reporter, 485/531 | Potency, µM (highest dose often 38.3 µM), inactives show at the highest dose activity change, negative = inhibition, hits mostly inhibitors | hit rate 0.01% among 330,000;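 also: potency is read from the fitted curve at half-maximal effect; plate controls were DMSO wells for no effect and full inhibition by NEM control for full effect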
# Target sequence (O75604 whole entry, looked up): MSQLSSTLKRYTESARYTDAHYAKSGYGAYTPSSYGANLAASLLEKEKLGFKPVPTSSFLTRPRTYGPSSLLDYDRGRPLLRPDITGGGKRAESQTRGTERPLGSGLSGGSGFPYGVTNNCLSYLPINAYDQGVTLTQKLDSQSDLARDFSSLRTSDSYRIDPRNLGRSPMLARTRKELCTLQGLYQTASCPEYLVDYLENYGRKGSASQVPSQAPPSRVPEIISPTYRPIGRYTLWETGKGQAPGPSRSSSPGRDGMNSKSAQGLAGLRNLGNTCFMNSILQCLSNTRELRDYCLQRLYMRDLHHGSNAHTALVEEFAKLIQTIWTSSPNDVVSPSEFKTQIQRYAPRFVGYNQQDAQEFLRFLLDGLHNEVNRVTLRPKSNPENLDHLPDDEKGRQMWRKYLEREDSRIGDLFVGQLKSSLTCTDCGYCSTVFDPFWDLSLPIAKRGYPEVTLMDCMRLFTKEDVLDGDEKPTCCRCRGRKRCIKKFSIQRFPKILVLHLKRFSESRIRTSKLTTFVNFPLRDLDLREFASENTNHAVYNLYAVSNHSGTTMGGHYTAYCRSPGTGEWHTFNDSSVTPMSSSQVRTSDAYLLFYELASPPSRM
#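 Cell-free coupled assay: 10nM USP2 core preincubated 30min RT with compound in Tris-HCl pH 8.0/CaCl2/CHAPS buffer, then 25nM Ub-CHOP2 and 25nM reporter substrate; fluorescence (Ex 485/Em 531) read after 60min RT, normalized to NEM inhibition, concentration-response curves fitted.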
# KCNH2 WT inh: qHTS for Inhibitors of KCHN2 3.1: Wildtype qHTS | Voltage-gated inwardly rectifying potassium channel KCNH2 (Homo sapiens), Q12809 | hit rate 0.37% among 340,000 | AID 720551, 2013 | activity change, % at 1.84 µM | U2OS, BacMam KCNH2, thallium flux FluxOr; active compounds read low;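 active = maximum activity change below -70%; inconclusive = maximum activity change between -70% and -50%; inactive = maximum activity change above -50%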
#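 U2OS cells transduced with wild-type KCNH2 virus are loaded with FluxOr dye for 45 min, and thallium flux is measured in kinetic reads before and after stimulation buffer. Rate constants are normalized to DMSO controls.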
# Chronic BCR inh: qHTS Assay to Find Inhibitors of Chronic Active B-Cell Receptor Signaling; ABC-DLBCL IkBa-CBG/CBR reporter, luminescence ratio, 4 h; Potency, µM (top dose mostly 46.1 µM), for the others: at the highest dose ratio change, negative = lower green/red ratio, usual class: inhibitors; hit rate 0.05% among 340,000; active = well fitted inhibition curve with a large enough effect in the signal ratio, with a control signal flat, not every such curve was filed as active; inconclusive = small, poorly fitted or top-dose-only effect, or effect the other way, or a change in a side signal; the % refers to the signal ratio;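 also: potency is read from the fitted curve at half-maximal effect; plate controls were basal doxycycline-induced cells for no effect and cells given 10 µM MG132 for full effect; MG132 reads +100%, hits lower the ratio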
#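 Cell line TMD8 (human ABC DLBCL), stably expressing tet-inducible CBG68-IkBa fusion and CBR; IMDM/0.5% FBS; cpd up to 46 uM; dox induction, 4 h, 37C/5% CO2; dual luminescence; green/red ratio; MG132 control.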
# GALK inhibitor: qHTS Assay for Inhibitors of Human Galactokinase (GALK). P51570. Purified GALK, Kinase-Glo residual ATP luminescence. Potency, µM (highest dose often 57.5 µM), for inactives: at the top dose activity change, negative = inhibition, actives largely listed as inhibitors. hit rate 0.007% among 270,000. AID 1868, 2009; also: potency is read from the fitted curve at half-maximal effect
#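 GALK at 5 nM final was combined with compound, 35 uM ATP and 100 uM galactose in HEPES pH8.0 with MgCl2 and DTT. The reaction ran one hour at room temperature before luminescent ATP detection.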
# FBPA coupling cs: qHTS Assay for Inhibitors of Fructose-1,6-bisphosphate Aldolase from Giardia Lamblia: Coupling assay counterscreen; coupling enzyme system counterscreen, AmpLite Red fluorescence; activity change, negative = inhibition, % at 58.2 µM, hits read low; hit rate 0.67% among 290,000; in the data active = activity change below about -30%
#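 Fluorescence at 525 nm excitation and 598 nm emission measured inhibition of the coupled detection system without aldolase. Compounds (at 57.5 uM final) were preincubated 10 min at room temperature with coupling enzyme reagent before a 20 min substrate/AmpLite Red step.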
# PKM2 act: qHTS Assay for Activators of Human Muscle isoform 2 Pyruvate Kinase; Pyruvate kinase PKM (Homo sapiens), P14618; purified PKM2, Kinase-Glo ATP luminescence, activation; response scale: 0% is enzyme alone, no compound; Potency, µM (series often up to 57.5 µM), for the others: at the highest dose activation, most hits filed as activators; hit rate 0.34% among 260,000; AID 1631, 2009; also: potency is read from the fitted curve at half-maximal effect; nearly all actives have a fitted effect of over 55% in size
# Target sequence (P14618 whole entry, looked up, canonical isoform): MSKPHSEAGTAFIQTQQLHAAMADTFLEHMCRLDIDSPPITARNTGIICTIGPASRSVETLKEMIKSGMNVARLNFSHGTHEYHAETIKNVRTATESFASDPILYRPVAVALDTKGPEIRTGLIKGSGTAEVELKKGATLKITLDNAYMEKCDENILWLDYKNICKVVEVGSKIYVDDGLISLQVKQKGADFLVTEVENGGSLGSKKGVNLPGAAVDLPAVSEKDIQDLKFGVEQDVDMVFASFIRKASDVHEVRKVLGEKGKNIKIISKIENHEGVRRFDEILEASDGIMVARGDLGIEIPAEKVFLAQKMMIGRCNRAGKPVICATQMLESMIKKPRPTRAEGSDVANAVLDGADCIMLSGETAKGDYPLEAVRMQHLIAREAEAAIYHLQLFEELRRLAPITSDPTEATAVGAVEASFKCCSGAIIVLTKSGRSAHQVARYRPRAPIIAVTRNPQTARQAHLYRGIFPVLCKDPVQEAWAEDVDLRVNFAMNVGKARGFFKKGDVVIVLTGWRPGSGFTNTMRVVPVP
#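 hPK-M2, >95% pure; 0.1 mM ADP / 0.5 mM PEP final; imidazole pH7.2 buffer w/ 7 mM MgCl2, 50 mM KCl; 1 h RT; Kinase-Glo lum. Intermediate enzyme activity for dual inhibitor/activator qHTS.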
# * = called active by the depositor; u = inconclusive; x = no result given; & = joins results of further samples; [ ] = another dose, or the depositor's remark. Unless noted, calls follow the shape of the dose curve; as a rule, active = well fitted curve in the direction sought with a large enough effect; inconclusive = small, poorly fitted or top-dose-only effect, or another doubt; inactive = no such curve, though single readings can be large; an effect the other way counts as inactive or inconclusive. Unless noted, % is scaled to controls: 0 for no effect and ±100 for the full control effect. Hits appear at their usual frequency. Share with any hit: about 2.4%.
SMILES,Eya2 phos inh,uPA surface inh,B2AR arrestin,KCNH2 3.1 inh,Giardia killer,USP2a inh,KCNH2 WT inh,Chronic BCR inh,GALK inhibitor,FBPA coupling cs,PKM2 act
COc1ccc(Cc2nc3ccc(C(=O)NCC4COCCO4)cc3o2)cc1OC (stereo not given),8%,2%,0.0%,-46,16,0%,6,7%,9%,0,3%[0.46 µM]
COc1cccc(/C=C/c2n[nH]c(=O)c(C#N)c2C)c1,-12%,0%,0.5%,11,-5,-1%,1,u,-5%,0,-1%
CCCCOc1ccc(C(=O)OCC(=O)N2CCCCCC2)cc1,-10%,5%,-0.1%,-7,30,2%,-3,-6%,x,x,x
CC(C)(C)c1cc(C(=O)O)n(Cc2ccc(Cl)cc2Cl)n1,-16%,7%,0.5%,-7,2,1%,-3,6%,-3%,8,5%
CC1(C)CC(NS(=O)(=O)c2ccc(S(N)(=O)=O)cc2)CC(C)(C)N1,-27%,x,-0.5%,x,x,3%,x,0%,-1%,-1,x
Cc1cc(C)cc(NC(=O)COC(=O)CCc2ccc(S(=O)(=O)N3CCOCC3)cc2)c1,-12%,1%,0.1%,-2,3,4%,4,8%,-1%,-1,0%
COC(=O)c1cc(C(=O)NCc2ccc3c(c2)OCO3)cc([N+](=O)[O-])c1,-10%,4%,-3.9%,-16,6,-1%,-10,0%,-2%,1,0%
CC(NS(=O)(=O)c1ccc2c(c1)OCCO2)c1ccccc1 (stereo not given),-4%,1%,-0.1%,-7,-4,1%,-13,0%,4%,0,8%
O=C(Nc1cccc(F)c1)Nc1cccc(Cl)c1,-2%,1%,-0.5%,8,10,1%,-2,2%,5%,1,-3%
CCOc1ccccc1NC(=O)Cn1c(=O)oc2cc(Cl)ccc21,3%,3%,-0.2%,-5,-2,1%,7,-5%,2%,1,x
Cc1ccc(/C=N/NC(=O)CSc2nc3ccccc3s2)o1,-5%,-1%,-1.5%,-5,-4,2%,-13,1%,0%,-17,u
COCCCN(C(=O)c1ccco1)c1nc(-c2ccc(OC)cc2)cs1,1%,-6%,0.5%,-3,15,2%,-3,-8%,0%,0,-2%
COC(=O)c1ccc(NC(=O)c2ccc3nsnc3c2)cc1,-25%,-1%,-0.4%,-3,3,-2%,-11,u,12%,0,x
COc1ccc(C2CC(=O)c3c([nH]c(C(=O)OC(C)C)c3C)C2)cc1OC (stereo not given),-5%,-4%,0.0%,-9,2,5%,-10,u,x,1,-17%
O=C(Nc1ccccc1N1CCN(C(=O)c2ccc(Cl)cc2)CC1)c1cccc(F)c1,-8%,-6%,0.4%,-18,-17,-3%,u,17%,5%,x,-2%
COc1ccc(-c2noc(-c3ccccc3C(=O)Nc3cccc(OC)c3)n2)cc1,-6%,-2%,-0.7%,-11,-8,0%,0,-4%,0%,-3,-5%
CCOC(=O)c1sc(=S)n(-c2ccccc2)c1NC(C)=O,-2%,3%,0.1%,-16,7,1%,-3,1%,-1%,0,3%
COC(=O)C1CCN(C(=O)Nc2ccccc2)CC1,2%,4%,-0.2%,-11,-7,-1%,2,0%,1%,0,1%
CC(C)C(=O)N1CCC(Cc2ccccc2)CC1,4%,13%,-0.5%,9,11,3%,-3,-3%,-2%,0,2%[11.5 µM]
COc1ccc(NC(=O)CCNC(=O)C2CCN(S(=O)(=O)c3ccc(OC)cc3)CC2)cc1,2%,2%,-1.0%,8,54[activator],-1%,0,-3%,7%,x,x
Cc1[nH]c(=O)[nH]c(=O)c1N1CCOCC1,0%,-1%,-0.6%,-8,u,0%,0,0%,x,4,-4%
COC(=O)c1ccc(/C=N\N2CCN(c3ccccc3)CC2)cc1,-12%,20%,-0.1%,-7,-17,0%,3,3%,-5%,-2,3%
Cc1cccc(C)c1NS(=O)(=O)c1ccc(-c2ccc(=O)[nH]n2)o1,2%,-15%,0.0%,-3,-2,2%,6,-18%,10%,1,x
Cc1nc2c(C)cccc2cc1C(=O)N/N=C/c1ccc(N(C)C)cc1,-25%,u,0.2%,5,-5,1%,4,u,-4%,4,2%
Clc1ccc(C2[C@H]3CN(Cc4ccc(-c5ccccc5)cc4)[C@H](c4ccccc4)C34CC2(c2ccccc2)C4)cn1 (stereo not given in full),10%,14%,-0.2%,-3,34[activator],-1%,1,4%,-1%,0&3,-3%&-5%
COc1ccc(C(CNC(=O)c2ccc(C)o2)N2CCOCC2)cc1 (stereo not given),1%,-1%,-0.1%,-14,-9,2%,5,-1%,x,x,x
COc1ccc(S(=O)(=O)N2CCN(C(=O)c3cc(-c4ccc(C)cc4)n[nH]3)CC2)cc1,-7%,-11%,-0.4%,-13,3,-2%,-1,0%,x,-1,11%
CSCCC(C(=O)NC1=NCCS1)N1C(=O)c2ccccc2C1=O (stereo not given),-19%,11%,-0.3%,1,7,2%,-1,1%,1%,0,-3%
COc1ccc(C(=O)OCC(=O)Nc2ccc(Cl)cn2)cc1,23%,2%,0.0%,11,8,1%,-8,0%,6%,3,4%
O=C(N/N=C/C1CC=CCC1)c1cc2ccccc2cc1O (stereo not given),11%,-5%,-0.8%,-2,10,5%,-3,11%,0%,-4,3%

# Part of the list above in a different format:
Molecule | Eya2 phos inh | uPA surface inh | B2AR arrestin | KCNH2 3.1 inh | Giardia killer | USP2a inh | KCNH2 WT inh | Chronic BCR inh | GALK inhibitor | FBPA coupling cs | PKM2 act
CCOc1ccccc1NC(=O)Cn1c(=O)oc2cc(Cl)ccc21 | 3% | 3% | -0.2% | -5 | -2 | 1% | 7 | -5% | 2% | 1 | x
CC(C)(C)c1cc(C(=O)O)n(Cc2ccc(Cl)cc2Cl)n1 | -16% | 7% | 0.5% | -7 | 2 | 1% | -3 | 6% | -3% | 8 | 5%
CC(NS(=O)(=O)c1ccc2c(c1)OCCO2)c1ccccc1 (stereo not given) | -4% | 1% | -0.1% | -7 | -4 | 1% | -13 | 0% | 4% | 0 | 8%

# The list continues:
SMILES,Eya2 phos inh,uPA surface inh,B2AR arrestin,KCNH2 3.1 inh,Giardia killer,USP2a inh,KCNH2 WT inh,Chronic BCR inh,GALK inhibitor,FBPA coupling cs,PKM2 act
CN1CC=C2C(C#N)=C(N)C(C#N)(C#N)[C@H](c3cccc(Cl)c3)C2C1 (stereo not given in full),25%,0%,-0.1%,x,21,22%,-16,21%,1%,-36*,-7%
Cc1cc(C)c(S(=O)(=O)N2CCCC(C(=O)NCc3ccncc3)C2)c(C)c1 (stereo not given),4%,3%,-0.6%,x,10,2%,9,0%,1%,x,3%
COc1ccc(CN2CN(C(C)C)CSC2=S)cc1,-1%,x,0.4%,-82*,-20,0%,16,-5%,-1%,-1,-3%
O=c1oc2c(O)cccc2cc1-c1nc2ccccc2[nH]1,u,-15%,-0.1%,-14,u,u,-28,u,x,2,x
Cc1cccc(NC(=O)Cn2c(O)c(N=NC(N)=S)c3ccccc32)c1,1%,-6%,5.8%,-12,5,0%,10,-10%,-1%,8,-5%
c1ccc2c(-c3[nH]ncc3CNCCCn3ncc4ccccc43)cccc2c1,-1%,1%,0.4%,-3,9,2%,-5,u,4%,0,-10%
CC(=O)c1cc2c(cc1NC(=O)c1ccc(C)cc1)OCO2,6%,x,u,x,x,1%,x,6%,1%,3,-2%
CCc1nc2c(c(=O)[nH]1)C1(CCCC1)Cc1ccccc1-2,-2%,-1%,-0.2%,7,-6,-1%,2,-13%,8%,0,-8%

# Among those listed so far, two have a cyano group:
SMILES,Eya2 phos inh,uPA surface inh,B2AR arrestin,KCNH2 3.1 inh,Giardia killer,USP2a inh,KCNH2 WT inh,Chronic BCR inh,GALK inhibitor,FBPA coupling cs,PKM2 act
COc1cccc(/C=C/c2n[nH]c(=O)c(C#N)c2C)c1,-12%,0%,0.5%,11,-5,-1%,1,u,-5%,0,-1%
CN1CC=C2C(C#N)=C(N)C(C#N)(C#N)[C@H](c3cccc(Cl)c3)C2C1 (stereo not given in full),25%,0%,-0.1%,x,21,22%,-16,21%,1%,-36*,-7%

# Compound activity (PubChem BioAssay)
